Bioassay records (PubChem BioAssay)
T cell HTS: modulators of CD8 T cell-vesicle binding, primary screen, mouse 2C CD8+ T cells, flow cytometry; 2C CD8+ T cell-vesicle binding; hits give low values; AID 2052, 2009; hit rate 0.068% among 330,000; calls only at 7 µM;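 active means response, share of CD8 T cells binding vesicles, and their 90th percentile fluorescence all below set limits, cut at about 80% in these data, passing the limit was not always enough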
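Assay system – 2C mouse CD8+ T cells · Also added – QL9-loaded Drosophila micro-vesicles · Timing – Cell–vesicle co-incubation 1.5 h at 37 °C, staining 20 min on ice · Signal – flow cytometry of vesicle-bound cells · Measure – percent CD8+ FL2 mean versus row control · Controls – Peptide-free naked vesicles (low) and QL9 vesicles with 0.7% DMSO vehicle (high)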
Salmonella PhoP GFP: inhibitors of PhoP regulon expression, primary screen, Salmonella Typhimurium, GFP reporter (AID 1863) | S. Typhimurium PhoP-regulated promoter GFP reporter, 4 h; higher % means a stronger effect | inhibition, % at 50 µM; hits with a dose series show IC50 in µM | hit rate 0.16% among 300,000;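 active means inhibition over 29.93%, a cutoff 3 SD above the screen mean, later confirmed by dose response; inconclusive means inhibition over 29.93% but no dose response follow-up; inactive means inhibition at most 29.93% or unconfirmed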;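 further: 0% = low Mg2+ inducing control and 100% = high Mg2+ repressing control; strong numbers were not always called active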
NTR1 agonist: agonists of NTR1, primary screen, imaging, U2OS cells, beta-arrestin-GFP, high content (AID 493036); NTR1-U2OS beta-arrestin-GFP spot imaging, agonist mode; activation, % at 20 µM; hit rate 0.17% among 330,000;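 active means activation at or above 40% of the spot to cytoplasm intensity ratio, with at least 20 cells analyzed; inconclusive means wells under 20 cells, flagged as cytotoxic or low count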;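 further: 0% = DMSO without peptide and 100% = 100 nM NTR1 peptide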
Target sequence (P30989 whole entry, looked up): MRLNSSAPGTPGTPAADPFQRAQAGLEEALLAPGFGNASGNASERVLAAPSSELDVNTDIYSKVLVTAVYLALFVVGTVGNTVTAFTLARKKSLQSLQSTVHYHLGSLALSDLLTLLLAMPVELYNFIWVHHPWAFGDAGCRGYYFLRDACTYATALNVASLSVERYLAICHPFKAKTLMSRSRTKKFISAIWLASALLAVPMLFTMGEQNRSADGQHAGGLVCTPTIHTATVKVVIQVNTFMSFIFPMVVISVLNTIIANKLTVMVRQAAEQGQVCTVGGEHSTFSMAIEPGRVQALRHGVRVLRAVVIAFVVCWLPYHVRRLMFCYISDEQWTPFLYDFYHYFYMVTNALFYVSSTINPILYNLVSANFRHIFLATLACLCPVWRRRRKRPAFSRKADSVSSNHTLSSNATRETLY
GPR55 beta-arrestin: GPR55 agonists via beta-arrestin recruitment, primary screen, imaging, U2OS cells, beta-arrestin-GFP redistribution (AID 1961); activation, % at 10 µM, or EC50 in µM where a hit was titrated; U2OS GPR55 beta-arrestin-GFP redistribution imaging; higher % means a stronger effect; hit rate 0.048% among 290,000;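 active means activation above 40% with more than 50 cells counted in the well; inconclusive means wells holding fewer than 50 cells, flagged as toxic or sparse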;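 further: U2OS osteosarcoma cells stably expressing GPR55 and beta-arrestin-GFP; plate controls were DMSO negative control for no effect and LPI positive control for full effect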
West Nile virus CPE: West Nile virus antiviral activity, cell-based, CPE readout (AID 1621) | West Nile virus-infected cells, CPE inhibition; higher % means a stronger effect | hit rate 0.02% among 290,000 | CPE inhibition, % at 10 µM; hits with a dose series show IC50 in µM; in the data active means a potency from the dose series; inconclusive means CPE inhibition mostly from about 3.7% at the one dose, without a potency; inactive means the rest, 99 in 100 with CPE inhibition below about 2.2%; further: strong numbers were not always called active
KOR beta-arrestin-1: KOR antagonists, beta-arrestin recruitment, cell-based, luminescence, uHTS (AID 1778) | Kappa-type opioid receptor (Homo sapiens) | hit rate 0.091% among 290,000 | KOR beta-arrestin recruitment, luminescence, antagonist mode; higher % means a stronger effect | one-dose inhibition, % at 10 µM; IC50 in µM for titrated hits; in the data active means inhibition above about 50%; further: strong numbers were not always called active
GPR35 arrestin U2OS: GPR35 antagonists blocking zaprinast-driven arrestin recruitment, primary screen, imaging, U2OS, beta-arrestin-GFP, zaprinast agonist (AID 2058) | hit rate 0.052% among 290,000 | G-protein coupled receptor 35 (Homo sapiens) | inhibition, % at 10 µM; hits with a dose series show IC50 in µM | U2OS GPR35 beta-arrestin-GFP translocation imaging, zaprinast antagonism; higher % means a stronger effect;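 active means inhibition of at least 50% with at least 30 cells and total cytoplasm GFP at most 10,000,000; inconclusive means under 30 cells or total GFP of 10,000,000 plus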
KOR beta-arrestin-2: KOR agonists, beta-arrestin recruitment, primary screen, cell-based, luminescence, uHTS (AID 1777) | hit rate 0.02% among 280,000 | KOR beta-arrestin recruitment, luminescence; higher % means a stronger effect | one-dose activation, % at 10 µM; EC50 in µM for titrated hits; in the data active means activation above about 50%, passing the limit was not always enough; further: a part of the inactive calls stands beside numbers as strong as those of hits
GPR55 antagonists: GPR55 antagonists blocking LPI-driven arrestin recruitment, primary screen, imaging, U2OS, beta-arrestin-GFP, LPI agonist (AID 2013) | one-dose inhibition, % at 10 µM; IC50 in µM for titrated hits | hit rate 0.13% among 290,000 | U2OS GPR55 beta-arrestin-GFP translocation imaging, LPI antagonism; higher % means a stronger effect;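 active means spots per cell inhibited over 60%, with over 100 cells counted and total cytoplasm intensity under 500,000; inconclusive means wells with under 100 cells, flagged as likely toxic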;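 further: U2OS cells stably carrying GPR55 and arrestin-GFP stimulated by 5 µM LPI near EC80; imaged beta-arrestin-GFP aggregate spots per cell after agonist stimulation; plate controls were LPI-stimulated DMSO wells for no effect and DMSO wells without LPI for full effect; some results filed as inactive read as strong as hits; confirmed hits need IC50 under 10 µM and bright autofluorescent wells are also inconclusive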
T cell HTS vesicle-bound %: second read-out of T cell HTS, no call of its own (marks repeat the call); double positive events, %; measured here: CD8+ vesicle-bound cell fraction;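 binding gate set so that unloaded-vesicle control wells show 10% double positive cells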
NTR1 agonist cell count 20 µM: second read-out of NTR1 agonist, no call of its own (marks repeat the call); cell count; measured here: cell count, cytotoxicity flag
An asterisk follows results filed as active; i = inactive; ? = inconclusive; · = no result given; [ ] = remark or other dose.

SMILES	T cell HTS	T cell HTS vesicle-bound %	Salmonella PhoP GFP	NTR1 agonist	NTR1 agonist cell count 20 µM	GPR55 beta-arrestin	West Nile virus CPE	KOR beta-arrestin-1	GPR35 arrestin U2OS	KOR beta-arrestin-2	GPR55 antagonists
Cc1ccnc(NC(=O)CCC(=O)N(CC(=O)NCCc2ccccc2)c2ccc(F)cc2)c1	i	35	-8%	-0.8	41	-0.2%	-0.7%	-19%	-6%	0.5%	-1%
O=C(NCC1CCCN(C2Cc3ccccc3C2)C1)c1cccs1 (centres undefined)	i	2	9%	0.9	51	0.3%	-0.3%	-38%	10%	8.5%	-15%
CCCCn1c(SCC(=O)NC2CC2)nnc1-c1ccncc1	i	20	-1%	0.4	47	0.6%	-0.4%	-28%	0%	2.5%	-10%
Cc1nnc(SCC(=O)NC2CCS(=O)(=O)C2)n1Cc1ccccc1 (centres undefined)	i	54	0%	-0.9	38	0.0%	-0.1%	27%	-6%	25%	-2%
O=C(CN1C(=O)S/C(=C\c2cccc(Cl)c2)C1=O)NCCCn1ccnc1	i	34	-7%	-0.6	86	-0.1%	0.9%	-21%	1%	0.3%	7%
O=C1CCC(C(=O)N2CCCCO2)CN1Cc1cccc(F)c1 (centres undefined)	i	9	-5%	1.5	70	0.1%	-0.4%	-48%	5%	7.5%	15%
O=C(Nc1ccc(Br)cc1)C1Cc2ccccc2O/C1=N\O (centres undefined)	·	·	10%	1.1	66	-0.2%	-0.7%	-6%	10%	-3.8%	4%
COc1cccc(-c2nnc3sc(-c4ccc(C)cc4)nn23)c1	i	37	9%	5.5	85	-0.1%	·	-30%	1%	2.7%	-3%
Fc1cc(F)c(C2SCCN2C(=S)Nc2cccc(C(F)(F)F)c2)c(F)c1 (centres undefined)	i	20	2%	9.5	50	-0.2%	-0.4%	38%	9%	8.2%	6%
COc1cc(O)c(C(CCN2CCCC2)c2cc(OC)c(OC)c(OC)c2)c(OC)c1 (centres undefined)	i	47	-6%	-4.0	98	0.7%	-0.1%	-16%	2%	-1.0%	9%
O=C1C2CCCCN2C(=O)N1CCCCN1CCN(c2ccccc2Oc2ccccc2)CC1 (centres undefined)	i	55	1%	-0.3	59	0.5%	-1.8%	8%	0%	-3.4%	-9%
CCO[C@H]1OC(C(=O)N2CCN(Cc3ccccc3)CC2)=C[C@@H](c2coc3ccccc3c2=O)[C@@H]1CCCO	·	·	-13%	0.0	61	0.6%	1.6%	-38%	0%	4.0%	3%
Cc1c(-n2c(SCC(=O)N(C)C3CCS(=O)(=O)C3)nc3ccccc3c2=O)c(=O)n(-c2ccccc2)n1C (centres undefined)	i	58	7%	-0.8	47	0.1%	-0.5%	20%	19%	-3.1%	13%
CCn1cc([N+](=O)[O-])c(C(=O)NCc2ccc(Cl)cc2)n1	i	·	-5%	0.7	92	-0.1%	-1.0%	-14%[20 µM]	1%	·	6%
CC(C)(Oc1ccc(Cl)cc1)C(=O)N/N=C/c1cn[nH]c1-c1ccccc1	i	32	12%	2.9	72	0.0%	0.8%	-82%	-4%	-2.6%	-6%
O=c1cc(NC2CCCCC2)c2ccccc2o1	i	34	7%	-0.2	64	-0.1%	-0.8%	-6%	-15%	0.5%	0%
CC(=O)NC(=S)Nc1ccccc1N1CCN(C(=O)c2ccccc2)CC1	i	58	-6%	0.4	47	-0.2%	0.1%	16%	7%	-0.9%	-11%
Cc1ccc(OC(=O)c2ccc(C)c(C)c2)cn1	i	20	-8%	-1.0	92	-0.1%	-0.5%	2%	12%	-0.5%	8%
O=C(NNC(=S)NC(=O)c1cccnc1)c1ccc(F)cc1	i	34	-2%	0.2	36	-0.1%	0.2%	-4%	-3%	-1.9%	-4%
CCn1c2ccccc2c2cc(NC(=O)c3ccc([N+](=O)[O-])cc3)ccc21	i	40	27%	6.0	67	0.5%	-0.4%	5%	-16%	-0.7%	-10%
CCC(=O)N1CCc2cc(S(=O)(=O)CCC(=O)NCc3ccco3)ccc21	i	62	-4%	1.1	79	-0.3%	0.4%	-32%	-5%	3.9%	-8%
CCOc1ccc(C(=O)/C=C/c2cc(OC)c(OC)c(OC)c2)cc1	i	54	-1%	7.1	63	-0.4%	?	-40%	-12%	-1.8%	0%
CCOC(=O)c1c(-c2ccc(F)cc2)csc1/N=C/N(C)C	i	38	5%	0.3	60	-0.6%	-0.3%	-28%	-10%	0.6%	-4%
COc1ccc(S(=O)(=O)N2CCCOC2CNC(=O)C(=O)NCCCn2ccnc2)cc1 (centres undefined)	i	60	-4%	-1.8	78	0.7%	0.2%	6%	-16%	-4.3%	6%
COc1ccc(CNC2CCCc3ccccc32)c(OC)c1 (centres undefined)	i	48	0%	1.1	47	-0.1%	-1.4%	-11%[20 µM]	-9%	-3.2%	5%
CN(C)S(=O)(=O)c1cccc(-c2nn(-c3ccccc3)cc2/C=C2\SC(=S)NC2=O)c1	i	40	-13%	·	·	0.1%	0.0%	-55%	-12%	-3.6%	25%
CCC(C)Nc1nc(OC(C(F)(F)F)C(F)(F)F)nc(OC(C(F)(F)F)C(F)(F)F)n1 (centres undefined)	i	58	4%	-3.2	102	0.5%	0.3%	20%	18%	-6.9%	19%
CCOC(=O)c1ccccc1OCc1cc(/C=N/n2cnnc2)ccc1OC	i	34	16%	2.3	75	0.7%	0.4%	2%	1%	-3.7%	1%
O=C(Nc1ccc(O)c(-c2nc3ccccc3o2)c1)C1(c2ccc([N+](=O)[O-])cc2)CCCC1	i	49	-3%	3.1	44	1.3%	-0.5%	-30%	-3%	-2.0%	-4%
N#C/C(=C\c1ccc(N2CCOCC2)o1)C(=O)NCCc1ccccc1	i	46	8%	-1.8	39	-0.1%	-0.3%	-17%[20 µM]	30%	-5.1%	5%
Cc1nn(C(=O)CN2C(=O)c3ccccc3C2=O)c(C)c1Br	i	14	-1%	3.6	55	-0.1%	0.1%	8%	1%	-3.2%	3%
CC(=O)Nc1ccc(S(=O)(=O)NCc2ccc3[nH]c(C)cc3c2)cc1	i	10	12%	-1.6	59	0.2%	0.6%	8%	-2%	-0.2%	-2%
COc1ccc(NC(=O)CSc2nnc(-c3ccoc3C)n2CCc2ccccc2)cc1	i	33	-11%	0.6	68	-0.2%	-0.4%	8%	-3%	-4.0%	8%
COC(Cc1nnc(SC)n1-c1ccc(Cl)cc1)OC	i	38	-10%	-1.2	64	-0.1%	0.0%	-15%	10%	2.7%	12%
O=C(Nc1ccc(-c2noc(COc3ccccc3Cl)n2)cc1)c1ccco1	i	31	-8%	0.6	40	-0.3%	0.0%	-22%	-6%	11%	2%
CCCNS(=O)(=O)c1ccc(NC(=O)c2ccccn2)cc1	i	11	9%	1.0	53	-0.4%	-0.5%	0%	11%	-4.2%	6%
CCOc1ccc(S(=O)(=O)NCCC(=O)Nc2ncccc2C)cc1	i	60	0%	1.2	66	-0.2%	1.0%	-6%	-1%	9.7%	-7%
CCC1CCCCN1C(=S)NC(=O)c1ccc([N+](=O)[O-])cc1 (centres undefined)	i	37	0%	-1.4	45	-0.3%	0.4%	-16%	4%	7.2%	-24%
COCC1CCN(Cc2cn(-c3ccccc3F)nc2-c2cc(C)sc2C)CC1	i	31	-2%	4.2	58	-0.1%	-1.1%	-47%[20 µM]	4%	·	25%
C/C(CC(=O)Nc1c(C)cc(C)cc1C)=N\NC(=O)Cc1ccccc1	i	17	-4%	-0.2	73	-0.2%	-0.5%	16%	-7%	-1.0%	6%
Cc1ccc(CC2(O)CC(C)N(C)CC2C)c(C)c1 (centres undefined)	i	43	0%	1.6	60	0.1%	-0.4%	7%	-1%	2.1%	4%
Cc1nn(C)cc1CN(C)C(=O)c1nn2c(c1Br)NC(c1cccs1)CC2C(F)(F)F (centres undefined)	i	15	-10%	0.3	55	-0.1%	-0.9%	2%	-10%	-4.8%	6%
COC(=O)c1cc(CN2C(=O)c3ccccc3C2=O)c(O)c([N+](=O)[O-])c1	i	4	6%	1.3	41	-0.1%	0.1%	2%	-7%	-2.7%	-1%
CCOC(=O)C1CCCN(C(=S)Nc2ccc(C)cc2C)C1 (centres undefined)	i	20	-1%	1.5	91	0.0%	0.4%	-26%	4%	1.7%	6%
CCCCCC(=O)N(O)C1CC(=O)N(c2ccccc2)C1=O (centres undefined)	i	59	-13%	-1.0	66	-0.2%	-0.2%	-12%	2%	-2.3%	1%
Cc1ccc(C(=O)Nc2ccc(F)cc2)cc1NC1=NC2CS(=O)(=O)CC2S1 (centres undefined)	i	47	·	3.6	63	-0.1%	-0.1%	-48%[20 µM]	19%	-3.1%	5%
O=C(CSc1nnc(CNC(=O)C23CC4CC(CC(C4)C2)C3)n1-c1ccccc1)Nc1ccc(F)cc1	i	12	-8%	7.7	54	0.6%	·	27%	13%	-4.0%	9%
CSc1cccc(NS(=O)(=O)c2cccs2)c1	i	13	-3%	-0.8	46	0.2%	-0.4%	8%	42%	-5.4%	9%
COc1ccc(-c2nc3n(n2)C(c2ccccc2)C2=C(CCCC2=O)N3)cc1OC (centres undefined)	i	28	13%	-1.6	68	-0.3%	-0.2%	-25%	0%	-3.9%	5%
CC1CCCC(NC(=O)COC(=O)c2ccc3ccccc3n2)C1C (centres undefined)	i	29	-12%	-0.2	85	0.2%	0.1%	14%	2%	-4.7%	-13%
COC(=O)c1ccc(COC(=O)Cc2n[nH]c(=O)c3ccccc23)cc1	i	29	-2%	-0.5	53	-0.4%	0.0%	0%	6%	0.7%	6%
Cc1ccc2nc(NCc3ccccc3)c(C=NCc3cccnc3)c(=O)n2c1	i	18	6%	11	64	-0.1%	0.0%	23%	11%	1.1%	-8%

Hits appear at their usual frequency; overall some 0.62% were active at least once.
